Bioassay records as filed in PubChem BioAssay.
HT1080-NT tox – qHTS for induction of synthetic lethality in tumor cells producing 2HG: qHTS for the HT-1080-NT fibrosarcoma cell line; HT-1080-NT fibrosarcoma viability, CellTiter-Glo ATP luminescence, 48 h; Potency, µM (top dose mostly 46.1 µM), for the others: at the highest dose activity, negative = less viability, most hits filed as cytotoxic; 360,000 tested, 1.6% active; AID 686970, 2013;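 also: NT is the 2HG producing partner of a matched IDH1 knockdown line; potency is read from the fitted curve at half-maximal effect; 0% = DMSO-treated cells and -100% = media-only wells without cells; nearly all actives have a fitted effect of over 55% in size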
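Toxicity toward the 2HG-producing NT line was scored as %Activity, normalised to DMSO and no-cell wells, from CellTiter-Glo luminescence after 48 hours' treatment.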
ATXN2 expr inh – Primary qHTS for Inhibitors of ATXN expression | HEK-293 ATXN2-luciferase reporter, luminescence, 24 h | Potency, µM (series often up to 57 µM), inactives show top-dose activity change, negative = inhibition, hits mostly inhibitors | 360,000 tested, 0.72% active; also: potency is read from the fitted curve at half-maximal effect; % is scaled to controls: 0 for no effect and ±100 for the full control effect; nearly all actives have a fitted effect of over 55% in size
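qHTS (up to 57 uM final) was run with 24 h compound exposure of reporter cells at 37 °C. Each well was multiplexed: SteadyGlo luminescence measured ATXN2-luciferase expression after a fluorogenic Gly-Phe-AFC viability readout (25 uM final).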
MCF10A rerep – A quantitative high throughput screen for small molecules that induce DNA re-replication in MCF 10a normal breast cells. 350,000 tested, 2.9% active. MCF 10A DNA re-replication, Hoechst nuclear intensity, 48 h. AID 624296, 2012. Potency, µM (series often up to 46.1 µM), for inactives: top-dose activity, positive = re-replication, actives largely listed as activators; also: potency is read from the fitted curve at half-maximal effect; % of control where 0% means no effect; nearly all actives have a fitted effect of over 50% in size
S2 tox – Viability Counterscreen for Primary qHTS for Inhibitors of ATXN expression; S2 cells (HEK-293 line with an ATXN2-luciferase reporter) viability, CellTiter-Fluor protease fluorescence, 24 h; Potency, µM (titrated, usually from 56.7 µM), actives largely listed as cytotoxic; 400,000 tested, 0.49% active; AID 651635, 2014; also: potency is read from the fitted curve at half-maximal effect; nearly all actives have a fitted effect of over 40% in size
HepG2 viability – qHTS for Inhibitors of TGF-b: Cytotox Counterscreen. HepG2 CAGA-GFP viability, ATP luminescence, 18 h. Potency, µM (series often up to 46.1 µM), without a hit: at the top dose activity change, negative = cytotoxicity, actives largely listed as cytotoxic. 410,000 tested, 0.76% active. AID 588856, 2011; also: potency is read from the fitted curve at half-maximal effect; some results filed as inactive show a strong effect at the top dose
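HepG2 CAGA-GFP cells (1000/well, DMEM with 1% FBS) received compound, then TGF-beta at 500 pg/mL final, and were incubated 18 hours at 37 degrees C. Viability was read by CellTiter-Glo luminescence. Media-only wells were set as complete cell-killing and DMSO as no toxicity.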
IL-1B inflam inh – qHTS for Inhibitors of Inflammasome Signaling: IL-1-beta AlphaLISA Primary Screen; THP-1 LPS/ATP IL-1B secretion, AlphaLISA, 16 h; stronger effect = lower value; activity change, % at 57.5 µM; 360,000 tested, 4.7% active; in the data active = activity change below about -50%; inconclusive = mostly about -30% to -49%; also: % is scaled to controls: 0 for no effect and ±100 for the full control effect
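Secreted IL-1B measured by AlphaLISA bead assay after 16 h compound exposure of THP-1 cells; compounds (final up to 57.5 uM) added 1 h before LPS (250 ng/mL) and ATP (1.25 mM) stimulation; lower signal means less secretion.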
KB-3-1 tox – qHTS assay for MDR1-selective chemotherapeutics: Primary screen using the parental adenocarcinoma cell KB-3-1 | KB-3-1 viability, CellTiter-Glo ATP luminescence, 72 h | Potency, µM (doses to about 46.1 µM), for inactives: top-dose activity change, negative = cytotoxic, usual class: cytotoxic | 400,000 tested, 1.4% active; also: potency is read from the fitted curve at half-maximal effect; % is scaled to controls: 0 for no effect and ±100 for the full control effect; nearly all actives have a fitted effect of over 60% in size
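Parental KB-3-1 adenocarcinoma cells in phenol-red-free DMEM with 10% FBS were pin-treated with compounds at several concentrations, incubated 72 h at 37 °C, and viability read by CellTiter-Glo luminescence; concentration-effect curves were fitted after normalization.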
SW480 rerep – A quantitative high throughput screen for small molecules that induce DNA re-replication in SW480 colon adenocarcinoma cells. SW480 DNA re-replication, Hoechst DNA content imaging, 48 h. Potency, µM (titrated, usually from 46.1 µM), inactives show at the top dose re-replication activation, actives largely listed as activators. 340,000 tested, 1.8% active; also: potency is read from the fitted curve at half-maximal effect; % of control where 0% means no effect; nearly all actives have a fitted effect of over 55% in size
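DNA re-replication was detected as more nuclei of elevated Hoechst intensity after 48 hr exposure to compound (23 nL pinned per well of 250 cells).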
HT1080 IDH1KD tx – qHTS for induction of synthetic lethality in tumor cells producing 2HG: qHTS for the HT-1080-IDH1KD cell line; 360,000 tested, 2% active; HT-1080 IDH1 knockdown viability, ATP luminescence, 48 h; Potency, µM (series often up to 46.1 µM), inactives show top-dose activity, negative = toxicity, most hits filed as cytotoxic; AID 686971, 2013;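 also: potency is read from the fitted curve at half-maximal effect; 0% = DMSO wells and -100% = cell-free medium wells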
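CellTiter-Glo luminescence after 48 h compound exposure at 37 degrees C of IDH1-knockdown HT-1080 cells in 5% FBS RPMI. %Activity scaled between DMSO wells and cell-free media wells, with curves fitted and assigned curve classes.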
* hit, by the source's call; i = inactive; u = inconclusive; x = no result given; [ ] = dose if it differs, or a comment. Unless noted, calls follow the shape of the dose curve; as a rule, active = well fitted curve in the direction sought with a large enough effect; inconclusive = small, poorly fitted or top-dose-only effect, or another doubt; inactive = no such curve, though single readings can be large; an effect the other way counts as inactive or inconclusive. An unsorted share of the library. About 8.9% of those tested had a hit in this group.

SMILES | HT1080-NT tox | ATXN2 expr inh | MCF10A rerep | S2 tox | HepG2 viability | IL-1B inflam inh | KB-3-1 tox | SW480 rerep | HT1080 IDH1KD tx
CC(=O)Nc1ccc(S(=O)(=O)NCc2nc(-c3ccccc3Cl)no2)cc1 | 2% | -2% | -1% | i | -16% | 11 | 5% | -1% | 4%
COc1cc(C2C3=C(COC3=O)Oc3cc4c(cc32)OCO4)cc(OC)c1OC(C)=O (stereo unspecified) | u | 10% | u | u | -2% | 19 | 0.23µM* | 0.13µM* | u
CN(Cc1ccccc1Br)C(=O)CN1C(=O)NC2(CCCCCC2)C1=O | 15% | 1% | u | i | -22% | 6 | -28% | -8% | 2%
CC(=O)c1cccc(NC(=O)C(C)OC(=O)CCCN=C2NS(=O)(=O)c3ccccc32)c1 (stereo unspecified) | 1% | 1% | 0% | i | -22% | -8 | 3% | -3% | -4%
COc1ccc(-c2cccc3c2NC(=O)C3=O)cc1OC | 8% | 5% | 20% | u | 9% | 38 | u | 17% | 6%
CCC(C)c1ccc(OCC(=O)Nc2ccc3c(c2)C(=O)NC3=O)cc1 (stereo unspecified) | 1% | -5% | 8% | i | -4% | -6 | 20% | 2% | 0%
CCOC(=O)C1CCCN(C(=O)C2CCN(S(=O)(=O)N3CCC4(CC3)OCCO4)CC2)C1 (stereo unspecified) | 12% | -6% | -10% | i | -5% | 18 | 4% | -4% | 0%
O=S(=O)(NCCN1CCOCC1)c1ccc(Cl)c(Cl)c1 | -1% | x | 3% | i | -4% | -7 | 0% | 1% | 0%
O=C(Nc1cccc(C(F)(F)F)c1)c1ccc2snnc2c1 | x | -5% | x | i | -21% | x | -7% | x | x
CCCC(=O)Nc1ccc(-c2csc(-c3cccnc3)n2)cc1 | 5% | -35% | 6% | i | -1% | -30 | -12% | 14% | 3%
O=C(CN1C(=O)NC2(CCCCCCC2)C1=O)NCc1ccc2c(c1)OCO2 | -15% | -6% | 3% | u | -15% | -1 | 14% | -3%[9.22 µM] | -1%
Cn1cccc1Cc1nnc(SCC(=O)N2CCCc3ccccc32)n1-c1ccc(F)cc1 | 0% | -3% | 10% | i | -13% | -21 | -10% | 0% | -1%
O=C(Nc1cc2ccccc2oc1=O)C1CCCCC1 | -6% | 7% | -1% | i | -4% | -8 | 18% | -13% | 0%
Cc1c(Cl)c([N+](=O)[O-])nn1CCCC(=O)NC1CCCCC1 | -1% | x | -1% | u | 15% | 0 | -19% | -17% | 1%
O=C(ON=C1CCN(S(=O)(=O)c2ccccc2)CC1)c1cccc(Cl)c1 | 5% | -5% | 3% | i | 5% | 19 | 16% | -4% | 7%
CCN(CC(=O)NC1CCS(=O)(=O)C1)C(=O)COc1ccccc1-c1ccccc1 (stereo unspecified) | -3% | -7% | u | i | -20% | -7 | -2% | -6% | 3%
Cc1ccc(F)c(S(=O)(=O)NC(=O)C2(C)CCN2C(=O)CC2CCCCC2)c1 (stereo unspecified) | 9% | -1% | x | u | 3% | 0 | 0% | x | u
CC1CC(C)CN(CCCNC(=O)c2c(O)nc3ccccn3c2=O)C1 (stereo unspecified) | 0% | 15% | u | i | -1% | -8 | -2% | -38% | 4%
CC(=O)c1ccc(NC(=O)C(C)Sc2nnc3ccccn23)cc1 (stereo unspecified) | 0% | -4% | u | i | 5% | 9 | x | -4% | 0%
CCN(c1ccccc1)S(=O)(=O)c1ccc(OC)c(NC(=O)Cn2cnc3c2c(=O)n(C)c(=O)n3C)c1 | 2% | 27% | 26% | i | 21% | -13 | 7% | 1% | 0%
O=C(CSc1nc2ccccc2s1)N/N=C/c1ccc(C(=O)O)cc1 | 0% | x | -1% | i | -38% | 15 | 0% | -3% | 1%
CCN1CCN(C(=O)CCc2nc3ccccc3n2-c2ccccc2)CC1 | 13% | 5% | 12% | i | 14% | -1 | 0% | 7% | 14%
COc1ccc(C(O)Cn2ccsc2=NC(C)=O)cc1 (stereo unspecified) | u | -5% | u | i | 5% | 26 | u | u | 12µM*
COC(=O)CCCCCn1c(-c2ccccc2)cn2c3c(=O)n(C)c(=O)n(C)c3nc12 | x | 3% | x | i | -38% | x | 0% | x | x
O=C(Cn1cnc2ccccc2c1=O)Nc1ccc(S(=O)(=O)N2CCOCC2)cc1 | 13% | -9% | -13% | i | 7% | 55 | 2% | 0% | 6%

Given with each value named: entries from further up
COC(=O)CCCCCn1c(-c2ccccc2)cn2c3c(=O)n(C)c(=O)n(C)c3nc12
  HT1080-NT tox = x; ATXN2 expr inh = 3%; MCF10A rerep = x; S2 tox = i; HepG2 viability = -38%; IL-1B inflam inh = x; KB-3-1 tox = 0%; SW480 rerep = x; HT1080 IDH1KD tx = x

Cc1c(Cl)c([N+](=O)[O-])nn1CCCC(=O)NC1CCCCC1
  HT1080-NT tox = -1%; ATXN2 expr inh = x; MCF10A rerep = -1%; S2 tox = u; HepG2 viability = 15%; IL-1B inflam inh = 0; KB-3-1 tox = -19%; SW480 rerep = -17%; HT1080 IDH1KD tx = 1%

CC1CC(C)CN(CCCNC(=O)c2c(O)nc3ccccn3c2=O)C1 (stereo unspecified)
  HT1080-NT tox = 0%; ATXN2 expr inh = 15%; MCF10A rerep = u; S2 tox = i; HepG2 viability = -1%; IL-1B inflam inh = -8; KB-3-1 tox = -2%; SW480 rerep = -38%; HT1080 IDH1KD tx = 4%

COc1ccc(C(O)Cn2ccsc2=NC(C)=O)cc1 (stereo unspecified)
  HT1080-NT tox = u; ATXN2 expr inh = -5%; MCF10A rerep = u; S2 tox = i; HepG2 viability = 5%; IL-1B inflam inh = 26; KB-3-1 tox = u; SW480 rerep = u; HT1080 IDH1KD tx = 12µM*

(continued)
SMILES | HT1080-NT tox | ATXN2 expr inh | MCF10A rerep | S2 tox | HepG2 viability | IL-1B inflam inh | KB-3-1 tox | SW480 rerep | HT1080 IDH1KD tx
COc1ccc(N2CCN(CCCNC(=O)C3CCCN(S(=O)(=O)c4c(C)n[nH]c4C)C3)CC2)cc1 (stereo unspecified) | -1% | 0% | -6% | i | 0% | -4 | -5% | -9% | 0%
COc1ccc(CC(=O)N/N=C(\C)c2cccnc2)cc1OC | 26% | -1% | 4% | i | -35% | -2 | -8% | 4% | 3%
COc1cccc(N2CCN(C(=O)C3CCCN(S(=O)(=O)c4cnc[nH]4)C3)CC2)c1 (stereo unspecified) | 11% | 4% | u | i | 5% | 1 | -1% | -3% | 4%
C=CCN(c1ccccc1)S(=O)(=O)c1cccc(C(=O)Nc2nnc(SCC)s2)c1 | -13% | 7% | u | i | -26% | 5 | u | 0% | -23%
Cc1ccc(C)c(NC(=S)NCc2cccs2)c1 | 2% | -11% | 3% | i | -52% | i | 1% | 6% | 2%
NC(=O)c1ccc(/C=N/O)[n+](Cc2ccccc2)c1 | -2% | x | 7% | i | -5% | 0 | 1% | 0% | 0%
CNC(=O)C[C@@H]1C(=O)N(CCc2ccccc2)CC1(C)C | -2% | 9% | x | i | -3% | 10 | 2% | x | 8%
Cc1cc(C)nc(N/N=C/c2ccncc2)n1 | 7% | -1% | -13% | i | -4% | 19 | 3% | -5% | 4%
Cc1ccc(Cc2c(C)nc3nc(SCC(=O)NC(C)c4ccccc4)nn3c2C)cc1 (stereo unspecified) | x | -8% | x | i | -17% | x | u | x | x
Nc1c(Cl)cc(Cl)cc1C(=O)OCC(=O)N1CCOCC1 | 16% | x | -1% | i | -4% | -6 | 5% | -10% | 0%
COc1ccc(CCN2C(=O)CC(Cc3ccc(Br)cc3)C2=O)cc1OC (stereo unspecified) | 1% | -7% | 2% | i | -5% | -11 | -11% | 0% | -1%
CC(=O)N1CCOc2ccc(S(=O)(=O)Nc3cccc(C)n3)cc21 | 9% | 11% | -4% | i | 7% | -1 | 6% | -8% | 23%
CC(NC(=O)c1ccc(Cl)c(S(=O)(=O)N2CCCCCC2)c1)c1cccnc1 (stereo unspecified) | -9% | -21% | -2% | i | -42% | -4 | -6% | -8% | 1%
O=C(C[C@H]1C/C=C\CC[C@H](Cc2ccc(F)cc2)C(=O)OC[C@H]2CCCN2C1=O)N[C@@H](CO)Cc1ccccc1 | -6% | -13% | 6% | u | -31% | 2 | 1% | -3% | -4%
CCN(c1ccccc1)S(=O)(=O)c1ccc(C(=O)N2CCN(c3ccccc3F)CC2)cc1 | 0% | x | x | i | -17% | -5 | 3% | x | 13%
COc1ccc(C(=O)Nc2nc3ccccc3s2)cc1 | -3% | x | 12% | i | -41% | -12 | -7% | 10% | -4%
CC1CC(C)CN(C(=O)C2CCC(CNS(=O)(=O)c3ccccc3)CC2)C1 (stereo unspecified) | -11% | x | 1% | i | -28% | 10 | -15% | -39% | -2%
Cc1ccc(NC(=O)COC(=O)CNC(=O)C2CCCCC2)cc1S(=O)(=O)N(C)C | 6% | -5% | -16% | i | -5% | 10 | 0% | 3% | 1%
COc1ccc(OC)c(CN2CCN(C(=O)CNC(=O)c3ccc(C(C)(C)C)cc3)CC2)c1 | -2% | -3% | u | i | -18% | -5 | -42% | -5% | -2%
Cc1ccccc1CC1(CO)CCCN(Cc2ccc(C#CC(C)(C)O)cc2)C1 (stereo unspecified) | -23% | -6% | 2% | i | -25% | -29 | 1% | -6% | -14%
C=CCN1C(=O)C(Cc2ccc(Br)cc2)S/C1=N\N=C\c1ccco1 (stereo unspecified) | -11% | -10% | 17% | i | -23% | -2 | -2% | -6% | -15%
O=C1[C@@H](Oc2ccccc2)[C@@H](c2ccncc2)N1c1ccccc1 | u | -8% | 9% | i | -20% | -18 | 0% | u | 21µM*
